Yeast life ext: yeast lifespan extension. S. cerevisiae growth with nicotinamide, OD615; deaD strain in restrictive glucose medium. inhibition of the nicotinamide effect, % at 10 µM. 0.68% of 130,000 active. AID 775;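 active means inhibition above a set limit, placed 3 SD over the median of all compounds, cut at about 26% in these data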;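 further: 0% = nicotinamide-treated wells and 100% = cells grown without nicotinamide; some compounds called inactive have numbers as strong as hits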
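Assay system: DeaD-strain S. cerevisiae. Medium: CSMM-D glucose medium, restrictive. Reagent: nicotinamide, 1.5 mM, co-present with compound. Compound: 10 µM single point, 0.25% DMSO. Schedule: culture preincubation 4 h, compound exposure 48 h, both 30 °C. Detection: absorbance at 615 nm.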
BB579 growth dn: reduces growth of yeast BB579 in restrictive medium; 0.51% of 140,000 active; inhibition, % at 10 µM; S. cerevisiae BB579 growth, OD615, 48 h;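 active means inhibition above a set limit, 3 SD over the mean compound inhibition, cut at about 44% in these data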; further: inactives centre near -24
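controls = amphotericin B 10 µg/mL, positive | assay system = DeaD yeast strain BB579 | schedule = 48 h compound exposure at 30 °C after 4 h preincubation | detection = OD615 turbidity measurement | medium = restrictive CSMM-D medium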
Phagocytosis inh: macrophage phagocytosis inhibition; J774A.1 macrophage IgG-bead phagocytosis, imaging; inhibition, % at 5 µM; 0.07% of 110,000 active;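 active means inhibition above the mean of the plate negative controls plus 5 SD, cut at about 13% in these data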;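 further: phagocytic index as fraction of beads internalized from green versus red external bead signal; plate controls were DMSO negative control for no effect and cytochalasin-D positive control for full effect; some results beyond the cut were filed as inactive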
E-sel TNF inh: blocks E-selectin expression induced by TNF alpha; HUVEC TNFa-induced E-selectin immunofluorescence, high content; inhibition, % at 2 µM; 0.71% of 120,000 active;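 active means inhibition above the batch mean plus 3 SD, and confirmed as a hit on visual image review, cut at about 43% in these data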;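 further: 0% = TNF-stimulated DMSO wells and 100% = unstimulated control wells; not every result past the cut was called active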
PTEN del growth: suppresses growth of cells with PTEN deletion; HCT116 PTEN-null viability, CellTiter-Glo, 60 h; active compounds read low; viability, % at 10 µM; 1.2% of 140,000 active; AID 827;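 active means viability at or below a set limit, 4 SD under the median of all tested compounds, cut at about 3.7% in these data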;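 further: PTEN knockout HCT116 line with beta catenin targeted HCT116 as companion control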
GALR2 blocker: antagonists of human galanin receptor 2 (GALR2). 0.39% of 140,000 active. O43603. GALR2-expressing cells, antagonist mode. inhibition, % at 4 µM; in the data active means inhibition above about 27%;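 further: cells stimulated with galanin 1-16 at roughly its EC80; 0% = agonist challenge control and 100% = basal control without agonist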
Target sequence (O43603 whole entry, looked up): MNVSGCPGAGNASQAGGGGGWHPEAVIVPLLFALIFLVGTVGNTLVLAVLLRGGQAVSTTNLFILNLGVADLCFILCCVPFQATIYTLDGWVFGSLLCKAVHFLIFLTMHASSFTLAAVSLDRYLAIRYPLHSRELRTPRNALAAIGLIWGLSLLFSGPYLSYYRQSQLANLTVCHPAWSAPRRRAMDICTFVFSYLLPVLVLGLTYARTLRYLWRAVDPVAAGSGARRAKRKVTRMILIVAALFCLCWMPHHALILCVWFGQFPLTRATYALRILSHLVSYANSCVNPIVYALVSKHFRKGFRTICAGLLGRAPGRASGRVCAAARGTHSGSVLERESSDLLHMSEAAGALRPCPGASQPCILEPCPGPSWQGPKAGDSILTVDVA
MRP1 act: activates MRP-1. viability increase, % at 10 µM. H69AR cells + doxorubicin, viability rescue, CellTiter-Glo. 0.61% of 140,000 active;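 active means viability gain under doxorubicin at or above a set limit, the compound median plus 3 SD, cut at about 4.7% in these data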;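 further: MRP-1 overexpressing cells given doxorubicin 25 µM after compound pretreatment; 18-22 h compound pretreatment then 72 h with doxorubicin before readout; 0% = doxorubicin-only wells and 100% = vehicle-treated cells without doxorubicin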
HCT116 bCat-KO: beta-catenin-lacking colon tumor cell growth suppression. HCT116 beta-catenin knockout viability, CellTiter-Glo, 60 h; active compounds read low. viability, % at 10 µM. 1.5% of 140,000 active;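 active means viability at or under a set limit, the compound median less 4 SD, cut at about 6% in these data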;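 further: 0% = Hyamine 1622 control at 20 µM and 100% = untreated cell control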
Measles CPE: protection of cells from measles virus; Measles virus-infected cells, CPE protection, absorbance; AID 841; 1.5% of 140,000 active; protection (pct of control), % at 4 µM; in the data active means protection mostly above about 24%, no sharp cut-off; inactive means mostly below about 26%; further: some compounds called inactive have numbers as strong as hits
NPY Y2 blocker: antagonists of human neuropeptide Y receptor Y2; P49146; NPY-Y2 expressing cells, antagonist mode; 0.99% of 140,000 active; AID 793; inhibition, % at 2.7 µM; in the data active means inhibition above about 17%;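 further: 0% = vehicle with agonist challenge and 100% = reference antagonist with challenge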
Target sequence (P49146 whole entry, looked up): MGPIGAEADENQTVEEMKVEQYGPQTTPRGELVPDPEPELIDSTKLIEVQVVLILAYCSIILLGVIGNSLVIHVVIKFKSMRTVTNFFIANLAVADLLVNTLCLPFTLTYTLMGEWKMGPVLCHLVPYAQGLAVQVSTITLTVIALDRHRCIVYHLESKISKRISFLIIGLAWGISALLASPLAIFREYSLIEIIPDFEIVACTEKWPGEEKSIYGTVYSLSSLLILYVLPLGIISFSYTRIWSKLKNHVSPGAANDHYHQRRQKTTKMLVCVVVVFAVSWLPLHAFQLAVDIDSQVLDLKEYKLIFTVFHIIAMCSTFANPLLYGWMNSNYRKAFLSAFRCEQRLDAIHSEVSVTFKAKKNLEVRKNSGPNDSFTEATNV
* marks the source's active call; other numbers are inactive results; nt = no result given.

SMILES | Yeast life ext | BB579 growth dn | Phagocytosis inh | E-sel TNF inh | PTEN del growth | GALR2 blocker | MRP1 act | HCT116 bCat-KO | Measles CPE | NPY Y2 blocker
Cc1nnc(NC(=O)CSc2nc3c(c(=O)n2CCc2ccccc2)SC(C)C3)s1 (centres undefined) | -9 | -32 | -1 | -15 | 88 | 15 | 1.0 | 89 | 14 | 1
COc1ccc(-c2cc(C(=O)NCCc3ccccc3)no2)cc1OC | -11 | -48 | nt | 8 | 98 | -4 | 0.4 | 89 | 4 | 4
Cn1c(=O)c2c(SCC(=O)N3CCCc4ccccc43)nc(C3CC3)nc2n(C)c1=O | -14 | -8 | -2 | -1 | 30 | 2 | -0.8 | 37 | 21 | 1
CC(=NCc1ccccc1)C1=C(O)COC1=O | 8 | -41 | 0 | 1 | 99 | -3 | 0.1 | 109 | 15 | 2
N#Cc1c(NCCCO)nc(-c2ccccc2)c2c1CCCC2 | -32 | -13 | -1 | nt | 73 | -18 | -2.4 | 74 | 6 | 0
CC1CC2(CCCCC2)N2C(=O)C(=O)c3cccc1c32 (centres undefined) | 11 | -15 | nt | 2 | 46 | -9 | -3.0 | 37 | 19 | 0
O=C(N/N=C/c1ccccn1)c1ccc(Br)o1 | -17 | -24 | nt | -6 | 77 | 6 | -1.2 | 77 | 15 | 2
CCCCN(CC)S(=O)(=O)c1ccccc1 | -1 | -48 | 1 | -4 | 92 | -7 | -1.4 | 92 | 12 | 7
CC1CCCC(C(=O)OCc2ccccc2)N1 (centres undefined) | -3 | -20 | nt | -7 | 97 | -11 | -1.9 | 88 | 45 | 2
O=C1NC(c2ccccc2)=C(c2nc3ccccc3s2)C(c2ccc(F)cc2)N1 (centres undefined) | 15 | -11 | nt | -28 | 50 | -1 | -6.1 | 59 | 7 | 7
COc1ccc(Cl)cc1NC(=O)CNc1ccc(F)cc1C | -8 | -39 | -5 | nt | 70 | -4 | -1.2 | 74 | 22 | 3
CCOc1ccc(C(=O)Nc2c(C(N)=O)oc3ccccc23)cc1 | -10 | 3 | nt | 12 | 83 | 8 | -5.0 | 92 | 1 | 3
COc1ccc(NC(=O)C(=O)NCCN2CCN(C(=O)c3cccs3)CC2)cc1 | nt | -22 | nt | 21 | 105 | -5 | 1.0 | 88 | 4 | 0
Cc1ccc(Cn2ccc(NC(=O)c3cc(-c4cccs4)on3)n2)cc1 | -3 | -81 | 1 | 2 | 99 | 3 | -0.7 | 90 | 7 | 6
O=c1c2cc(N3CCOCC3)ccc2[nH]c(=S)n1CCN1CCCC1 | -17 | -36 | 0 | nt | 83 | -5 | -1.1 | 82 | 12 | 0
C#CCn1c(=NC(=O)c2cc(Cl)sc2Cl)sc2cc(S(N)(=O)=O)ccc21 | 0 | -19 | -4 | nt | 65 | -13 | -0.5 | 74 | 3 | 5
CCCc1nc2ccc(NC(=O)c3ccco3)cc2c(=O)n1Cc1ccc(Cl)cc1 | -11 | -55 | 0 | -24 | 105 | 0 | 1.1 | 103 | 15 | 0
CC(C)c1ccc(/C=C2\SC(N3CCCC3)=NC2=O)cc1 | 34* | -59 | -2 | -37 | 74 | 4 | -1.1 | 80 | 2 | 6
Cc1cc(=O)n2nc(N3CCCC(C(=O)NC(C)c4ccccc4)C3)sc2n1 (centres undefined) | 5 | -67 | -2 | -13 | 93 | -7 | -1.6 | 78 | 4 | 1
COc1cccc(-n2c(C)nc3c(cnn3-c3ccc(Cl)cc3)c2=O)c1 | 0 | -24 | -1 | 3 | 85 | 1 | 0.9 | 82 | 5 | 1
CCCCNC(=O)CSc1nnc(-c2c[nH]c3ccccc23)n1CC1CCCO1 (centres undefined) | -1 | 12 | 4 | -7 | 92 | 15 | -1.7 | 96 | 6 | -2
O=C(Oc1cc(=O)oc2ccccc12)c1cccnc1Cl | 1 | -22 | 4 | nt | 100 | 5 | 0.3 | 92 | 10 | 3
CCN(CC)S(=O)(=O)c1ccc2oc(C(=O)N3CCCCCC3)c(C)c2c1 | 12 | -29 | -1 | -4 | 27 | 5 | -3.6 | 24 | 3 | 5
CC(C)OCCCn1c(=N)c(C(N)=S)cc2c(=O)n3ccccc3nc21 | -9 | -12 | -1 | -23 | 58 | -9 | -4.4 | 58 | 10 | -1
COc1ccc(S(=O)(=O)N2CCCC2C(=O)Nc2nccs2)cc1 (centres undefined) | -4 | -22 | 1 | -23 | 95 | -12 | -0.7 | 95 | 11 | 1

Printed as active in Yeast life ext, of those listed so far:
Compound,Yeast life ext,BB579 growth dn,Phagocytosis inh,E-sel TNF inh,GALR2 blocker,Measles CPE,NPY Y2 blocker
CC(C)c1ccc(/C=C2\SC(N3CCCC3)=NC2=O)cc1,34*,-59,-2,-37,4,2,6

The listing continues.
SMILES | Yeast life ext | BB579 growth dn | Phagocytosis inh | E-sel TNF inh | PTEN del growth | GALR2 blocker | MRP1 act | HCT116 bCat-KO | Measles CPE | NPY Y2 blocker
NC(=O)CSc1nnnn1-c1cccc(Cl)c1 | 5 | 4 | 7 | nt | 104 | -1 | 2.3 | 101 | 5 | -1
CCOc1ccc(C(=O)NCC(c2cccs2)N(C)C)cc1OCC (centres undefined) | -1 | 9 | -9 | nt | 91 | 2 | -1.4 | 91 | 16 | -1
CN1C(=O)/C(=C2\SC(N3CCCCCC3)=NC2=O)c2ccccc21 | -12 | -30 | 0 | 1 | nt | 6 | -3.2 | 65 | 2 | -2
CSc1nc(Oc2ccc(F)cc2)c2ccccc2n1 | -28 | -48 | nt | -18 | 75 | 0 | -3.5 | 77 | 8 | 11
CC(C)(C)C(=O)NC(C(N)=O)=C(Cl)Cl | -1 | -7 | -2 | 22 | 92 | 9 | 0.1 | 88 | 8 | 3
O=C(NCc1ccccc1)c1ccc(S(=O)(=O)N2CCCC2)cc1 | 2 | -17 | -2 | -11 | 112 | -2 | 0.1 | 96 | 46 | 5
COC(=O)Cn1c(C)nc2ccccc21 | -13 | -28 | 0 | 18 | 98 | -9 | -2.5 | 108 | 5 | 4
Cc1cc(=O)oc2c(N)c(O)ccc12 | -4 | -7 | -1 | -5 | 86 | 2 | -3.1 | 94 | 16 | 1
S=c1[nH]nc(-c2cccnc2)n1C1CCCCC1 | 5 | -20 | -8 | 10 | 101 | 5 | -2.1 | 98 | 7 | 4
CN(C)CCCCOc1ccccc1-c1ccccc1 | 1 | -6 | 0 | -10 | 63 | -6 | -4.2 | 63 | 10 | 4
COc1ccc(C2N(Cc3ccccc3)CC(=O)N2/N=C(\C)c2ccccc2)cc1 (centres undefined) | -4 | -33 | -3 | 12 | 105 | 9 | -1.6 | 97 | 9 | 3
COc1ccc(-c2nc3ccccn3c2/N=C/c2ccc(OC)c(OC)c2)cc1O | -3 | -48 | 0 | nt | 88 | 8 | -1.6 | 79 | 19 | -3
CCCC(c1nnnn1C(C)(C)CC)N(CCCO)Cc1cc2cc(C)cc(C)c2[nH]c1=O (centres undefined) | -19 | -48 | 0 | nt | 58 | -7 | -5.6 | 51 | 18 | 13
COc1ccc(OC)c(C(C)NC(C)=O)c1 (centres undefined) | 6 | -6 | -1 | 7 | 108 | 13 | -0.2 | 102 | 4 | 3
O=C(CS(=O)c1ccc(C(F)(F)F)cc1[N+](=O)[O-])Oc1ccccc1 (centres undefined) | 40* | -36 | 0 | 84* | 84 | -1 | -4.5 | 90 | 6 | -1
Cc1ccc(-c2nc3ccccc3c(C(=O)NCc3cccs3)c2C)cc1 | 1 | -20 | 0 | -23 | 66 | 2 | -5.1 | 79 | 1 | 1
CCCc1cc(C(=O)N/N=C/c2ccc(CC)s2)c2ccccc2n1 | 0 | -21 | nt | -11 | 25 | 8 | -2.9 | 21 | 16 | 7
CCCCC(C(=O)O)C(C)CC(=O)Nc1ccn(-c2ccccc2)n1 (centres undefined) | -25 | -23 | 0 | nt | 94 | 6 | -3.1 | 105 | 5 | 4
O=c1c2c3c(sc2n(CCN2CCCCC2)c(=O)n1Cc1ccco1)CCCCC3 | 0 | 7 | 0 | 8 | 61 | -13 | -5.1 | 71 | 3 | 5
COc1cccc(C2C(C(=O)OC(C)C)=C(C)Nc3ncnn32)c1 (centres undefined) | 1 | -38 | -1 | 10 | 92 | 1 | -2.1 | 94 | 2 | 3
N#C/C(=C\Nc1ccc2c(c1)OCCO2)c1nc2ccccc2[nH]1 | -5 | 1 | 6 | 8 | 77 | 0 | -3.8 | 80 | 5 | 4
C=CCOc1ccc2c(c1)c(S(=O)(=O)c1ccc(C)cc1)cn2COC | -6 | -40 | 1 | 5 | 75 | -28 | -2.3 | 76 | 16 | 0
COc1ccc(OC)c(NC=C2C(=O)OC(C)(C)OC2=O)c1 | -33 | -18 | nt | 20 | 99 | -5 | -4.5 | 95 | 6 | 0
CCN(C(=O)COC(=O)c1cccnc1Nc1ccccc1F)C1CCS(=O)(=O)C1 (centres undefined) | -1 | -44 | 2 | nt | 85 | 5 | 1.5 | 76 | 9 | 6
Cc1ccc(NCCC(=O)c2cccc([N+](=O)[O-])c2)cc1 | -4 | -3 | 0 | -8 | 86 | -3 | -3.6 | 71 | 0 | 1

Next section (2 carried over from the part before).
SMILES | Yeast life ext | BB579 growth dn | Phagocytosis inh | E-sel TNF inh | PTEN del growth | GALR2 blocker | MRP1 act | HCT116 bCat-KO | Measles CPE | NPY Y2 blocker
CCN(C(=O)COC(=O)c1cccnc1Nc1ccccc1F)C1CCS(=O)(=O)C1 (centres undefined) | -1 | -44 | 2 | nt | 85 | 5 | 1.5 | 76 | 9 | 6
Cc1ccc(NCCC(=O)c2cccc([N+](=O)[O-])c2)cc1 | -4 | -3 | 0 | -8 | 86 | -3 | -3.6 | 71 | 0 | 1
Cc1ccc(C(C)C)c(OCCn2c(=O)oc3ccccc32)c1 | -5 | -35 | -1 | -8 | 78 | 6 | -2.6 | 72 | 5 | 0
CC1CCN(S(=O)(=O)N2CCC(C(=O)NCCN3CCOCC3)CC2)CC1 | -12 | -14 | nt | -15 | 17 | 8 | -0.8 | 18 | 6 | -1
CC1C=CCC2C(=O)N(c3cccc(C(=O)N4CCN(c5ccc(F)cc5)CC4)c3)C(=O)C12 (centres undefined) | -19 | -41 | nt | -53 | 85 | 4 | -2.6 | 88 | 7 | 1
Cc1ccc(C)c(S(=O)(=O)C(C#N)c2nc3ccccc3nc2N2CC(C)OC(C)C2)c1 (centres undefined) | 14 | -38 | -1 | 3 | 78 | 4 | -1.6 | 74 | 9 | -1
O=C1CC(N2CCOCC2)C(=O)N1c1cccc(Cl)c1 (centres undefined) | -4 | -25 | nt | nt | 121 | -6 | 1.0 | 101 | 7 | 2
CN1CCc2ccccc2C1C1CCNCC1 (centres undefined) | -5 | -4 | 0 | -10 | 98 | -2 | 0.2 | 101 | 8 | 0
Cc1nn(CCc2nc(-c3ccco3)cs2)c2[nH]c(=O)cc(C(F)(F)F)c12 | -11 | -60 | 1 | nt | 99 | 2 | -1.7 | 99 | 15 | 4

One compound at a time (already shown). Values in the order: Yeast life ext	BB579 growth dn	Phagocytosis inh	E-sel TNF inh	PTEN del growth	GALR2 blocker	MRP1 act	HCT116 bCat-KO	Measles CPE	NPY Y2 blocker
CC(C)OCCCn1c(=N)c(C(N)=S)cc2c(=O)n3ccccc3nc21 is entered as -9	-12	-1	-23	58	-9	-4.4	58	10	-1
Cc1nn(CCc2nc(-c3ccco3)cs2)c2[nH]c(=O)cc(C(F)(F)F)c12 is entered as -11	-60	1	nt	99	2	-1.7	99	15	4

Screening results (PubChem BioAssay)
